Screens from PubChem BioAssay.
rCAG RNA binder = molecules binding r(CAG) RNA repeats; 370,000 tested, 1.3% active; r(CAG) RNA repeat, TO-PRO-1 dye displacement fluorescence; inhibition, % at 3 µM;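 active = inhibition above the plate cutoff, the mean of all test compounds on that plate plus 3 SD, cut at about 35% in these data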;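 also: 0% = DMSO alone and 100% = 100 µM mitoxantrone as full dye displacement; higher means more dye released from RNA so lower well fluorescence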
MBD2 DNA inh = MBD2-methylated oligo binding inhibition | Q9UBB5 | TR-FRET, MBD2 binding to methylated oligonucleotide | inhibition, % at 4.4 µM | 370,000 tested, 0.31% active | AID 686964; in the data active = inhibition above about 13%
LEDGF integ inh = blocks HIV-1 LEDGF/p75-dependent DNA integration; AID 743269; TR-FRET IN-LEDGF/p75 DNA integration, Eu/Cy5; inhibition, % at 3.7 µM; 370,000 tested, 0.64% active;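 active = inhibition above the screen-wide mean plus 3 SD, cut at about 13% in these data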;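 also: signal is the Cy5 over europium emission ratio at 671 and 618 nm; 0% = plate median of compound wells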
Rev-erbA mod = modulates human Rev-erb alpha binding to DNA. Rev-erbα–FITC-DNA binding, fluorescence polarization, 90 min. activity, % at 10 µM. 370,000 tested, 0.79% active;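 active = activity above about 14%, limit read from the data; passing the limit was not always enough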;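 also: 0% = DMSO wells with 35 nM protein and 100% = DMSO wells with 750 nM protein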
UHRF1 MBD2 ctr = UHRF1 methyl-DNA binding inhibition. Q96T88. inhibition, % at 4.4 µM. 370,000 tested, 0.75% active. UHRF1 binding to methylated oligo, TR-FRET; in the data active = inhibition above about 21%;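 also: UHRF1 SRA domain binding a hemimethylated CpG hairpin DNA probe; 0% = median of test compound wells and 100% = reference inhibitor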
Target sequence (Q96T88 whole entry, looked up, the tested form may be a part): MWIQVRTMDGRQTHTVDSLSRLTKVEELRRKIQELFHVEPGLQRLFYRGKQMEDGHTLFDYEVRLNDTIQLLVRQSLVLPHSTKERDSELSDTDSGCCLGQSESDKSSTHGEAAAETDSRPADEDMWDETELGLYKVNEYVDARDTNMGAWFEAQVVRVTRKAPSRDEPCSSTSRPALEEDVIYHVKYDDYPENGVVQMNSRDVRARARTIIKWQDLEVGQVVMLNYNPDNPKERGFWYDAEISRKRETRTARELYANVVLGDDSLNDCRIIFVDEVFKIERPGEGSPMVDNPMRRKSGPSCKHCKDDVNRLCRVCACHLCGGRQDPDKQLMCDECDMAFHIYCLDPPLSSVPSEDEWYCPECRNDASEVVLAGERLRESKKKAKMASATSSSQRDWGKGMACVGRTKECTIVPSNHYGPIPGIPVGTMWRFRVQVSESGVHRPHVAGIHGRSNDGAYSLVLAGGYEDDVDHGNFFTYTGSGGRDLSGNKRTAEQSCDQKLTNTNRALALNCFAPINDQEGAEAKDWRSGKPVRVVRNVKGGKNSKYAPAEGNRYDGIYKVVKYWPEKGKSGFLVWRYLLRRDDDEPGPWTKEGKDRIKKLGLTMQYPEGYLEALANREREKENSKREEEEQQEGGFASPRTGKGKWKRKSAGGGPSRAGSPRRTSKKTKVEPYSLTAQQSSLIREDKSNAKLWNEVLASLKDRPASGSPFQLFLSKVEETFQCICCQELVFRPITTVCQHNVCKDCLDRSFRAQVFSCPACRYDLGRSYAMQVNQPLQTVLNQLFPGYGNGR
HTRA1 inhibitor = inhibitors of human serine peptidase HTRA1 | Q92743 | recombinant HTRA1, FP-rhodamine activity-based probe, fluorescence polarization | inhibition, % at 5.96 µM | 340,000 tested, 0.5% active | AID 504803; in the data active = inhibition above about 36%;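 also: 0% = enzyme with DMSO and 100% = wells lacking enzyme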
PRMT1 FP inh = inhibitors of human PRMT1. Q99873. recombinant PRMT1, activity-based probe fluorescence polarization. inhibition, % at 2.79 µM. 370,000 tested, 1.3% active. AID 652257;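 active = inhibition above about 21% made by adding two undisclosed values, limit read from the data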
TCR-CD3 inh = blocks the human TCR-CD3 interaction | TAMRA-labeled TCR probe fluorescence, biochemical | inhibition, % at 9.4 µM | 360,000 tested, 0.37% active | AID 651800; in the data active = inhibition above about 19%;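 also: recombinant mutant TCR 2C K166C tagged with TAMRA read by polarization; 0% = receptor in buffer alone and 100% = receptor with positive control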
PG9 binder = binds the HIV-1 gp120 antibody PG9; TR-FRET gp120-PG9 antibody binding; 360,000 tested, 0.43% active; inhibition, % at 6.7 µM; in the data active = inhibition above about 8.5%
mABHD4 FP = inhibitors of mouse ABHD4. purified mABHD4, FP-Rh probe fluorescence polarization. inhibition, % at 8.92 µM. 370,000 tested, 0.54% active;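 active = inhibition exceeding the mean over every tested compound plus 3 SD, cut at about 30% in these data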;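 also: 0% = plate median of compound wells and 100% = S159A mutant with DMSO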
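system = mouse ABHD4 enzyme, wild type | medium = HEPES pH 7.0, NaCl, Pluronic buffer | also added = FP-Rh probe | incubation = Enzyme–compound pre-incubation 45 min, then probe 60 min, both 25 °C | technique = fluorescence polarization, excitation 525 nm, emission 598 nm, BODIPY TMR filters | controls = S159A mutant high control, sample median low control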
* marks the source's active call; other numbers are inactive results; . = not tested or not shown.

Compound,rCAG RNA binder,MBD2 DNA inh,LEDGF integ inh,Rev-erbA mod,UHRF1 MBD2 ctr,HTRA1 inhibitor,PRMT1 FP inh,TCR-CD3 inh,PG9 binder,mABHD4 FP
O=C(Nc1ccccc1F)c1ccc(S(=O)(=O)N2CCCCCC2)cc1,0,-5,2,-4,0,-8,1,3,-0.6,0
O=C(CN1C(=O)c2ccccc2C1=O)Nc1ccc(Cl)cn1,4,0,-5,-4,5,7,-2,-2,-2.1,0
CC1Oc2ccccc2N(Cc2ccccc2F)C1=O (stereo not drawn),-1,-2,2,4,-2,.,1,-2,0.7,-3
O=C1CCCCN1CC(=O)N1CCCC(N2CCN(c3ccccc3F)CC2)C1 (stereo not drawn),-2,-6,1,-3,-1,4,2,11,-1.9,2
COc1ccc(Cc2nnc(SCC(=O)c3c(N)n(C4CC4)c(=O)[nH]c3=O)o2)cc1,-1,0,4,-4,1,3,-9,5,-0.5,2
Cc1cc(NC(=O)CN2C(=O)NC3(CCC(C)CC3)C2=O)no1 (stereo not drawn),1,3,-1,3,2,1,0,-4,-1.2,8
O=C(Nc1cccc(Cl)c1)Nc1cccc(Cl)c1,9,-5,-4,-3,0,-39,-1,13,-1.7,-60
COCc1cccc(-c2csc(C(C)(NC(C)=O)c3ccc(OC)cc3)n2)c1 (stereo not drawn),0,-5,-2,-2,1,.,-2,-1,0.6,6
CC(C)Oc1ccc(/C=C/C(=O)NCC2COc3ccccc3O2)cc1 (stereo not drawn),-7,-1,-1,3,-3,-12,0,-1,-0.1,-4
CCC(C)Nc1nc2c(c(=O)n(C)c(=O)n2C)n1Cc1ccc(F)cc1 (stereo not drawn),-8,-2,2,-5,3,-5,-2,7,-0.7,0
COc1ccc(Cl)cc1S(=O)(=O)N1CCCC(C(=O)NCc2ccncc2)C1 (stereo not drawn),-6,-4,-2,2,-1,2,0,-3,-1.8,1
C/C(CC(=O)Nc1cccc2c1CCCC2)=N\NC(=O)Cc1ccccc1,3,4,-2,-2,-2,1,1,0,0.6,-10
CC(C)C[C@H]1CNC(=S)N1C[C@H]1CCCN1C[C@H](Cc1ccc(O)cc1)N1C[C@H](Cc2ccc(O)cc2)N(CC2CCCCCC2)C1=S,12,2,-1,0,0,.,4,-2,0.5,-7
CN1CCN(c2nc(N3CCN(c4ccccc4)CC3)ncc2F)CC1,-7,-3,0,0,-1,-5,1,3,0.2,-7
CCOC(=O)C1CCN(CC(C)(C)NS(=O)(=O)c2ccc(Cl)cc2)CC1,-8,-2,1,5,0,10,0,-8,1.2,1
COc1ccc(OCc2cc(C(=O)N3CCCC(O)C3)no2)c2ccccc12 (stereo not drawn),11,1,2,-2,-2,-1,0,-1,-1.7,2
COC(=O)C1CN(Cc2ccc(Cl)cc2)CCS(=O)(=O)N1Cc1cn(Cc2ccccc2)nn1 (stereo not drawn),3,4,2,0,9,.,0,.,.,3
CCCCOCCCNC(=O)C[C@H]1C[C@@]2(C(=O)OC)C(=C[C@H](C(C)C)O[C@@H]2C2CC2)N(Cc2cccc3ccccc23)C1=O,4,-4,-1,-6,1,.,3,.,.,-6
Cc1cccc(NC(=O)C2CCN(S(=O)(=O)c3ccc4c(c3)C(C)(C)C(=O)N4C)CC2)c1C,2,3,0,-5,0,3,-3,3,0.0,-1
CCOCCn1c(=O)c2c(nc3n2CCCN3Cc2ccccc2)n(C)c1=O,0,2,-6,3,3,1,4,-8,-1.5,3
CC(=O)c1cccc(NC(=O)c2ccco2)c1,1,4,-4,-1,2,-1,2,6,1.8,5
Cc1ccc(S(=O)(=O)NCCC(=O)Nc2ccc(Cl)c(Cl)c2)cc1C,6,-6,0,2,1,-31,0,-10,1.5,-14
CC(C)NC(=O)c1ccc(COCC(F)(F)C(F)F)cc1,-2,4,2,1,6,-3,2,3,3.7,-4
CC(=O)COc1c(-c2ccco2)oc2ccccc2c1=O,8,-8,6,0,-4,1,7,-1,-0.3,-4
COc1cc(NC(=O)C/C(C)=N/NC(=O)Cc2ccc(Cl)cc2)c(OC)cc1Cl,6,4,-2,2,3,0,4,-5,-2.1,-21
CCOc1cccc(/C(O)=C2/C(=O)C(=O)N(Cc3ccco3)C2c2ccncc2)c1 (stereo not drawn),4,1,-1,4,-2,-3,4,7,0.5,3
CC(C)OC(=O)Nc1ccc(Oc2c(F)c(F)c(F)c(F)c2F)cc1,2,0,-4,0,1,-6,-1,8,0.8,-5
COc1cc(Br)c(CCNC(=O)Cc2ccccc2)cc1OC,-1,2,-2,3,2,2,0,3,-0.5,1
C[C@@H](C(=O)Nc1ccc2ccccc2c1)[C@H]1C[C@]1(C)[C@H](NC(=O)c1cccnc1)c1ccccc1,-2,-2,-2,-2,0,.,2,5,-0.9,0
CCOc1ccc(Nc2nc(N)c([N+](=O)[O-])c(NCc3ccccc3)n2)cc1,5,6,-5,1,1,14,-1,6,-1.5,2
COCCN(C(=S)Nc1ccc(C)c(C)c1)C(C)c1ccco1 (stereo not drawn),-8,2,-1,-2,0,1,0,8,-0.6,1
CCN(CC)C(=O)c1sc2c(c1C)c(=O)n(-c1ccc(OC)cc1OC)c(=O)n2CC(=O)c1ccccc1,0,-1,1,2,-1,-6,-6,5,0.2,-4
Nc1nnc(SCC(=O)N2CCN(c3ccccc3)CC2)s1,1,0,3,0,3,-6,-1,1,-1.4,-1
COC(=O)C1CN(Cc2cn(Cc3ccc(Cl)cc3)nn2)CCS(=O)(=O)N1Cc1ccc(F)cc1 (stereo not drawn),1,7,-1,4,14,.,-1,.,.,-4
COc1ccc(C(OC(=O)c2cccs2)C(=O)NCC2CCCO2)cc1 (stereo not drawn),-4,-4,2,-1,-3,7,-1,6,1.3,4
COc1ccc(CCNC(=O)C(=O)NCC2OCCN2S(=O)(=O)c2ccccc2)cc1 (stereo not drawn),6,-3,1,-5,-1,-1,-5,7,-0.7,7
CC(C)=C1C(=O)NN(c2ccc(C)c(Cl)c2)C1=O,94*,-2,2,-10,-1,34,16,4,-1.5,37*
CCOC(=O)COc1cc(Br)c(C2NC(=O)NC(C)=C2C(C)=O)cc1OCC (stereo not drawn),4,0,-2,0,11,5,2,3,-0.1,6
CCCCN1CC(=O)N2[C@H](C[C@@]3(C)c4ccccc4N(S(=O)(=O)c4ccccc4)[C@@H]23)C1=O,5,-2,-3,2,6,.,-2,.,.,0
O=C(CSc1nc2ccccc2c(=O)[nH]1)N1CCN(c2ccccc2F)CC1,1,1,-4,4,0,0,4,0,-0.2,1
CC1(c2nnnn2Cc2ccccc2)CCC(=O)N1Cc1ccco1 (stereo not drawn),0,2,-3,-5,-3,.,2,-3,-0.2,8
Cc1cc2oc(C(=O)NCC(c3ccco3)N3CCCC3)c(C)c2cc1C (stereo not drawn),1,2,3,-9,3,-12,-4,-4,-2.3,-7
O=C(NCc1ccccc1)C1CCN(S(=O)(=O)N2CCOCC2)CC1,0,-6,3,-1,-1,-4,-2,3,0.4,-3
Cc1c(C)c2ccc(OCC(=O)Nc3nccs3)cc2oc1=O,2,0,-2,2,-1,2,-3,-2,5.1,5
Cc1cc(C(=O)N/N=C/c2ccc([N+](=O)[O-])cc2)c2ccccc2n1,2,5,3,-6,1,4,-8,8,0.2,-3
CC(=O)Nc1ccc(OC(=O)N2CCCC2)cc1,1,0,-9,5,-3,-1,-2,-4,0.1,8
CCC(C(=O)NCc1ccco1)N(C(=O)CNS(=O)(=O)c1ccccc1)c1ccc(F)cc1 (stereo not drawn),0,-3,1,-4,2,0,-8,3,-2.6,-6
Cn1nc(C(C)(C)C)cc1C(=O)NNC(=O)c1cccc(Cl)c1,0,0,-3,0,-1,-3,-1,4,2.0,4
COCCCNC(=S)N1CCC(NC(=O)c2ccco2)CC1,-1,3,-5,1,3,4,-1,13,0.7,4
CCOc1ccc(S(=O)(=O)NCCC(=O)NC2CCN(Cc3ccccc3)CC2)cc1,-4,1,3,-3,2,7,1,9,0.0,4
COc1ccc(NC(=O)c2cc(-c3ccc(C)c(C)c3O)n[nH]2)cc1Cl,13,-2,2,-3,1,-12,-3,-1,-1.3,-30
CCOC(=O)c1c(C)oc2cc(Br)c(OC(C)C(=O)OCC)cc12 (stereo not drawn),-6,3,-1,4,3,-2,-1,-3,0.1,5
CC(=O)Nc1cccc(-c2ccnc3c2CC(C(=O)NC(C)C)O3)c1 (stereo not drawn),-1,-6,1,5,-3,.,3,-8,-1.0,10
O=C1c2ccccc2C(=O)N1C1CCCCC1,0,1,-2,-1,-1,5,-3,3,-0.1,1
Cc1cc(C)n(-c2nc(-c3ccccc3)cs2)n1,-3,-5,-1,3,-2,-13,-3,3,-0.5,-3
CCOc1ccc2ccccc2c1/C=N/n1cncn1,-2,1,0,.,4,-9,3,-2,1.4,-1
COc1cccc(C(=O)NC2C(=O)N3C(C(=O)O)=C(COC(C)=O)CSC23)c1 (stereo not drawn),16,10,2,-1,-2,3,29*,3,-0.6,12
CCCCCCn1cc(C(=O)O)c(=O)c2cc(F)c(N3CCCCC3)cc21,-2,-1,-4,18,1,4,-2,-6,0.8,-1
O=C(NCC1CCCO1)c1c(O)c2cccc3c2n(c1=O)CCC3 (stereo not drawn),-1,-2,-2,2,1,0,0,6,0.9,-2
Cc1cc(C(F)(F)F)c(C#N)c(SCC(=O)NC(C)(C)C)n1,-4,3,-2,11,1,4,1,4,-0.4,-3

Reformatted with each value named: entries from further up
Cc1c(C)c2ccc(OCC(=O)Nc3nccs3)cc2oc1=O
  rCAG RNA binder = 2
  MBD2 DNA inh = 0
  LEDGF integ inh = -2
  Rev-erbA mod = 2
  UHRF1 MBD2 ctr = -1
  HTRA1 inhibitor = 2
  PRMT1 FP inh = -3
  TCR-CD3 inh = -2
  PG9 binder = 5.1
  mABHD4 FP = 5
O=C(Nc1ccccc1F)c1ccc(S(=O)(=O)N2CCCCCC2)cc1
  rCAG RNA binder = 0
  MBD2 DNA inh = -5
  LEDGF integ inh = 2
  Rev-erbA mod = -4
  UHRF1 MBD2 ctr = 0
  HTRA1 inhibitor = -8
  PRMT1 FP inh = 1
  TCR-CD3 inh = 3
  PG9 binder = -0.6
  mABHD4 FP = 0

Following part
Compound,rCAG RNA binder,MBD2 DNA inh,LEDGF integ inh,Rev-erbA mod,UHRF1 MBD2 ctr,HTRA1 inhibitor,PRMT1 FP inh,TCR-CD3 inh,PG9 binder,mABHD4 FP
O=C(Cn1ccc2ccccc2c1=O)NCCC(=O)N1CCN(C2CCCCC2)CC1,-5,3,0,0,1,8,1,-3,-0.9,2
CCOc1nc2cnccc2n(CC(=O)Nc2c(C)cccc2CC)c1=O,1,2,0,-6,0,-1,-3,2,-1.2,-1
CC1(C)CCCC(C)(C)N1CC(O)COCCOc1ccc(Br)cc1 (stereo not drawn),-1,-1,2,1,-1,3,3,-6,0.1,7
CCCn1c(=O)c(C(=O)Nc2ccccc2C(=O)OC)c(O)c2ccccc21,0,1,1,4,-1,-5,-2,3,0.6,-6
COc1ccc(C(=O)NCCN2CCN(C(=O)c3ccc(OC)c(OC)c3)CC2)cc1OC,-3,-10,0,2,-1,1,-4,5,1.7,-1
COc1ccccc1Cn1c(=O)c2ccccc2n2c(Sc3ncnc4sccc34)nnc12,9,-1,5,-1,0,-5,-2,1,1.3,-3
COc1ccc(CN(C)C(C)C(=O)Nc2ccc(S(=O)(=O)N3CCCCC3)cc2)c(OC)c1 (stereo not drawn),3,1,0,-1,-2,-31,1,-1,4.9,-1
CC(=O)Nc1ccc(S(=O)(=O)N2CCN=C2c2ccccc2)cc1,-1,-2,-1,4,2,-3,-1,0,-0.1,4

An excerpt; the hit share may differ from the screen's.
